VP16 counter = inhibits Gal4-VP16 luciferase reporter, ROR gamma counter-screen; Potency, µM (titrated, usually from 53.6 µM), inactives show at the highest dose activity, negative = inhibition, hits mostly inhibitors; Drosophila S2 Gal4-VP16 UAS-luciferase, luminescence, 20 h; 3.5% of 310,000 active;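 note: Gal4-VP16 expression switched on by copper sulfate through the metallothionein promoter; potency is the fitted concentration of half-maximal effect; nearly all actives have a fitted effect of over 50% in size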
Coupling enz = inhibits coupling enzyme system, counter-screen for aldolase hits. AID 2472. coupling enzyme system counterscreen, AmpLite Red fluorescence. 0.67% of 290,000 active. activity change, negative = inhibition, % at 58.2 µM, hits read low; in the data active = activity change below about -30%
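Coupling enzymes only (glyceraldehyde-3-phosphate) + compound, at 57.5 uM final, 10 min RT; add substrate/coupling/AmpLite Red mix, 20 min RT; fluorescence ex 525/em 598 nm. Actives flag coupling-system interference.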
RORgamma inh = ROR gamma (mouse) transcription inhibition. P51450. Drosophila S2 Gal4-RORgamma UAS-luciferase reporter, 20 h. Potency, µM (highest dose often 53.6 µM), inactives show at the highest dose activity change, negative = inhibition, most hits filed as inhibitors. 5.4% of 310,000 active; note: potency is the fitted concentration of half-maximal effect; nearly all actives have a fitted effect of over 60% in size
Target sequence (P51450 whole entry, looked up, the tested form may be a part): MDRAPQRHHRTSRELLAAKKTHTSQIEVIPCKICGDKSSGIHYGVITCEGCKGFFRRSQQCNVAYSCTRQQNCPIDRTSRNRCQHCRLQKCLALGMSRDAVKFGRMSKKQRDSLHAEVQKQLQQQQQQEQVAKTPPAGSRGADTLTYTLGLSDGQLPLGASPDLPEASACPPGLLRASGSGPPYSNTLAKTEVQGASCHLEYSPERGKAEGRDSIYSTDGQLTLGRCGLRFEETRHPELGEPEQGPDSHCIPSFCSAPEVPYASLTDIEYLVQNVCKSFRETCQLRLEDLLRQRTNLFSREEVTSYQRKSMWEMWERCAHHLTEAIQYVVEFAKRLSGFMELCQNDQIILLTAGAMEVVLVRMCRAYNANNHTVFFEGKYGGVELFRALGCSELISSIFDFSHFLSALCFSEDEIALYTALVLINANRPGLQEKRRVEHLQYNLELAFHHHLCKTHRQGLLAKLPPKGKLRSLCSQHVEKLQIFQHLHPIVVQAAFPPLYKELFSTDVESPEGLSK
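Stable Schneider cell line, Gal4 DNA-binding domain fused to ROR gamma, UAS-luciferase. Cmpd 1 hr RT → CuSO4 700 uM final → 20 hr RT → luciferase reagent 10 min → luminescence.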
The depositor's hits bear a star; ? = inconclusive; & = joins results of further samples; ! = repeats disagree; [ ] = dose if it differs, or a comment. Unless noted, calls come from the whole dose curve; as a rule, active = well fitted curve in the direction sought with a large enough effect; inconclusive = small, poorly fitted or top-dose-only effect, or another doubt; inactive = no such curve, though single readings can be large; an effect the other way counts as inactive or inconclusive. % is set by controls: 0 for no effect and ±100 for the full control effect. Some of the compounds tested. The share of hits here may be higher or lower than overall.

SMILES	VP16 counter	Coupling enz	RORgamma inh
Cn1cc(-c2nc3cncnc3n(Cc3ccccc3Cl)c2=O)c2ccccc21	7.6%	-1.2	-19.2%
Cc1ccc(S(=O)(=O)Nc2cccc3ccc[n+](C)c23)cc1	-0.7%	-7.8	-12.4%
COc1cccc(-c2nnc3n2N=C(c2c(OC)cccc2OC)CS3)c1OC	-0.4%	3.7	3.7%
O=C(Nc1cccc(F)c1)N1CC2(CCN(C(=O)c3cccc(F)c3)CC2)C1	7.6%	-0.2	-11.6%
COC(=O)C/C=C\[C@@H](C)[C@@H](/C=N\OC[C@@H](O)COCc1ccco1)OC	-6.8%[10 µM]	0.9	12.0%[10 µM]
O=C(O)[C@H]1CN(CCCP(=O)(O)O)CCN1	-14.9%&-0.7%	4.1&6.8	4.7%&-6.4%
COC(=O)C(C(=O)OC)[C@@H]1CCCC(=O)C1	-2.8%[10 µM]	-2.5	9.3%[10 µM]
O=C(c1csnn1)N1CCC2(CCCN(c3ccncc3)C2)CC1	-0.7%	4.0	-18.3%
COCC(=O)N1CCC2(CCCN(Cc3ccccc3)C2)CC1	0.3%	1.1	-7.1%
CCC(=O)N[C@@H]1Cc2ccccc2[C@@H](c2ccccc2)C1	8.91µM*	4.3	-37.8%
COc1cccc(Cn2c(=O)c(-c3cn(C)c4ccccc34)nc3cnc(N4CCOCC4)nc32)c1	2.4%	3.5	6.3%
Cn1nnnc1SCC1=C(C(=O)O)N2C(=O)C(NC(=O)C(OC=O)c3ccccc3)C2SC1 (centres undefined)	1.7%	-0.6	2.4%
COC(=O)/C(C)=C/CC12OC(C)(C)C3CC(C=C4C(=O)c5cc6c(c(CCC(C)(C)Cl)c5OC431)OC1(C)CCC(=C(C)C)C6C1)C2=O (centres undefined)	6.9%	-2.6	26.0%
COc1ccc(OC)c(-c2nnc3n2N=C(c2ccccc2OC)CS3)c1	-9.6%	-4.5	32.4%
COc1c2ccccc2nc2occc12	-10.5%	-1.3	?
Cc1noc(C)c1-c1nccc(N2CCNCC2)n1	3.4%	0.5	-11.8%
COC(=O)N1C(C)=Cc2ccccc2C1CC(C)=O (centres undefined)	0.5%	-1.3&2.6&-0.6	-5.8%
COc1ccc(Cl)cc1N=Nc1ncc[nH]1	-10.8%	0.5	?
CC[C@H](C)[C@H](NC(=O)[C@H](Cc1ccc(O)cc1)NC(=O)[C@H](Cc1cnc[nH]1)NC(=O)[C@H](CCCNC(=N)N)NC(=O)[C@H](CC(C)C)NC(=O)[C@H](C)NC(=O)[C@H](CO)NC(=O)[C@H](Cc1ccc(O)cc1)NC(=O)[C@H](Cc1ccc(O)cc1)NC(=O)[C@H](CCCNC(=N)N)NC(=O)[C@H](C)NC(=O)[C@H](CCSC)NC(=O)[C@H](CC(=O)O)NC(=O)[C@H](CCC(=O)O)NC(=O)[C@H](C)NC(=O)[C@@H]1CCCN1C(=O)[C@H](C)NC(=O)[C@H](CC(=O)O)NC(=O)[C@H](CCC(=O)O)NC(=O)CNC(=O)[C@@H]1CCCN1C(=O)[C@H](CC(N)=O)NC(=O)[C@H](CC(=O)O)NC(=O)[C@@H]1CCCN1C(=O)[C@H](CCCCN)NC(=O)[C@H](CO)NC(=O)[C@@H]1CCCN1C(=O)[C@@H](N)Cc1ccc(O)cc1)C(=O)N[C@@H](CC(N)=O)C(=O)N[C@@H](CC(C)C)C(=O)N[C@@H](CC(C)C)C(=O)N[C@H](C(=O)N[C@@H](CCCNC(=N)N)C(=O)N1CCC[C@H]1C(=O)N[C@@H](CCCNC(=N)N)C(=O)N[C@@H](Cc1ccc(O)cc1)C(N)=O)[C@@H](C)O	4.7%	-0.3	8.7%
CCC/C=C(\CCC)C(NS(C)(=O)=O)c1ccccc1 (centres undefined)	-6.5%	2.6	-3.6%
CCCCCCCC/C=C\CCCCCCCC(=O)OCC(CO)OC(=O)CCCCCCC/C=C\CCCCCCCC (centres undefined)	-4.5%	1.8	-23.9%
CC(C)C[C@@H](CC(=O)N[C@@H](CCC(=O)O)CC(=O)O)NC(=O)[C@@H]1CCCC[C@H]1NC(=O)C[C@H](CCCN)NC(=O)C[C@H](Cc1ccccc1)NC(=O)[C@@H]1CNCC[C@H]1N	1.8%	1.3	6.2%
C=CCOC(=O)N[C@H](c1cccc(C(F)(F)F)c1)C(C(C)=O)C(C)=O	6.4%	1.7	-8.1%
COc1ccc2c(c1)c(CC(=O)NCc1ccc3c(c1)OCO3)c(C)n2C(=O)c1ccc(Cl)cc1	-3.5%	5.6	33.6%
COCCn1c(=O)c(-c2ccc(Cl)cc2)nc2cnc(Oc3ccc(OC)cc3)nc21	9.4%	-3.2	21.6%
COCC(=O)N1CCC2(CC1)CN(C(=O)Nc1cccc(C#N)c1)C2	6.2%	-0.1	6.7%
Cc1cc(C(=O)O)sc1C(N)C(=O)O (centres undefined)	5.1%	0.6	-39.4%
N#Cc1cccc(NC(=O)N2CC[C@@]3(CCCN(C(=O)c4csnn4)C3)C2)c1	-17.2%	0.8	-28.0%
COc1ccc(C(=O)N2CCC3(CC2)CN(c2ccccn2)C3)cc1	10.2%	-0.7	-23.5%
O=C(c1cnccn1)N1CCC2(CC1)CCN(c1ncccn1)CC2	2.3%	-0.3	15.3%
CCOC(=O)C1=NO[C@@]2(C=C(Br)C3(OCCCO3)[C@H]3O[C@H]32)C1	3.1%[10 µM]	0.4	-17.3%[10 µM]
COC(=O)NC(/C(C(=O)OC)=C(\C)NCc1ccccc1)c1ccccc1 (centres undefined)	-5.8%[10 µM]	-0.4	7.8%[10 µM]
CO[C@@H]1COC(=O)[C@H](COCc2ccccc2)NC(=O)C/C=C\[C@@H](C)[C@H](OC)COC(=O)[C@H](COCc2ccccc2)NC(=O)C/C=C\[C@H]1C	-6.9%[10 µM]	0.6	-5.4%[10 µM]
COCOc1cc(OC)ccc1C(=O)/C=C/c1ccc2c(c1)OCO2	-4.0%&-17.4%	-0.9&1.5	11.0%&-5.5%
CO[C@H]1COC(=O)[C@H](C)NC(=O)C/C=C\[C@@H](C)[C@H](OC)COC(=O)C/C=C\[C@@H]1C	-4.3%[10 µM]	2.2	2.4%[10 µM]
C/C=C1\C2C=C(C)CC1(N)c1ccc(=O)[nH]c1C2 (centres undefined)	2.1%	5.3	-28.4%
COC(=O)C1(C(=O)OC)C/C=C\C/C=C\c2ccccc2[C@@H]1C[N+](=O)[O-]	-5.9%&-5.5%	1.9&0.3	-0.3%&-1.6%
COc1cccc([C@@H]2Oc3ccc(Br)cc3C(=O)[C@H]2OC(=O)N[C@H]2CCCc3ccccc32)c1	-2.4%	0.4	-1.3%
O=C1c2ccccc2C(=O)c2cc(S(=O)(=O)Nc3cccc4cccnc34)ccc21	-92.8%	-14.5	0.891µM*
CC(C)CCCC(C)C1CCC2C3CC=C4CC(O)CC[C@@]4(C)C3CC[C@@]12C (some centres undefined)	3.1%	2.2	2.8%

Structures listed so far shown as hits in RORgamma inh.
compound	RORgamma inh
O=C1c2ccccc2C(=O)c2cc(S(=O)(=O)Nc3cccc4cccnc34)ccc21	0.891µM*

Continued.
SMILES	VP16 counter	Coupling enz	RORgamma inh
COC(=O)C(c1ccccc1Cl)N1CCc2sccc2C1 (centres undefined)	?	-13.1&-28.8&-8.5&-16.9	3.55µM*!
Cn1nnnc1SCC1=C(C(=O)O)N2C(=O)[C@@H](NC(=O)[C@@H](O)c3ccccc3)[C@@H]2SC1	10.1%[17 µM]	-2.1	-5.7%[2.98 µM]
CC(=O)OC[C@@H]1O[C@H](C/C=N\OCC[C@H]2C=C[C@H](OC(C)=O)[C@@H](COC(C)=O)O2)C=C[C@@H]1OC(C)=O	-4.1%[10 µM]	0.4	-21.5%[10 µM]
COc1ccc(C(=O)N2CCC3(CCCN(c4ccccc4)C3)CC2)cc1	-3.5%	0.5	-17.8%
COc1ccc(CNc2ncnc3ccc(-c4ccccc4C#N)cc23)c(OC)c1	-18.0%	4.0	-12.7%
COc1ccc(C2=Nn3c(nnc3-c3cccc(OC)c3OC)SC2)cc1	0.3%	2.6	-2.6%
COC(=O)N[C@@H](CCc1ccccc1)[C@]1(C(C)=O)CCCC1=O	-5.4%	-2.3	?
COC(=O)NC(c1cccc(F)c1)[C@@]1(C(=O)OC)CCCC1=O (some centres undefined)	-3.0%[10 µM]	2.0	-16.8%[10 µM]
Cc1cccc(CNc2ncncc2-c2ccccc2CN(C)C)c1	4.2%	-3.7	-31.2%
CC(C)(C(O)c1ccc([N+](=O)[O-])cc1)[N+](=O)[O-] (centres undefined)	13.1%	-1.4	10.8%
CCNc1ncc2nc(-c3ccc(F)cc3)c(=O)n(Cc3ccc(F)cc3)c2n1	3.4%	-2.0	-16.7%
CCCCC/C=C\C/C=C\C/C=C\C=C\C1CCCC(=O)O1 (centres undefined)	-5.8%	0.3	14.6%
COc1ccc(Oc2ncc3nc(-c4ccc(OC)cc4)c(=O)n(Cc4cccs4)c3n2)cc1	-1.8%	2.4	-28.5%
O=c1ncccn1[C@@H]1O[C@H](CO)C(O)[C@@H]1O (some centres undefined)	-8.7%	2.2	-12.0%
CC(C)[C@@H](CC(=O)N[C@@H]1CCCC[C@H]1C(=O)N[C@H](CC(=O)N[C@@H](CCC(=O)O)CC(=O)O)Cc1c[nH]c2ccccc12)NC(=O)C[C@H](Cc1ccccc1)NC(=O)[C@@H]1CCCC[C@H]1N	-11.6%	-0.5	-0.7%
COc1cc2cc[n+]3cc4c(OC)c(OC)ccc4cc3c2cc1OC	-2.5%	-14.9	9.7%
O=C([O-])[C@@H]1[O][Sb+]([O][Sb+]2[O][C@H]([C@H](O)CO)[C@H](O)[C@H](C(=O)[O-])[O]2)[O][C@H]([C@H](O)CO)[C@@H]1O	-3.6%	1.1	1.0%
CC(=O)NCCNc1cc(-c2ccccc2C(F)(F)F)ncn1	8.0%	3.3	4.5%
COc1cc2ncnc(Nc3ccc(Cl)cc3F)c2cc1OC	-11.6%	-0.5	-7.0%
COc1cc(O)c2c(=O)c(O)c(-c3ccc(O)c(O)c3)oc2c1	?	1.0&-6.3	?

The final 5 entries of the part above open the next one.
SMILES	VP16 counter	Coupling enz	RORgamma inh
COc1cc2cc[n+]3cc4c(OC)c(OC)ccc4cc3c2cc1OC	-2.5%	-14.9	9.7%
O=C([O-])[C@@H]1[O][Sb+]([O][Sb+]2[O][C@H]([C@H](O)CO)[C@H](O)[C@H](C(=O)[O-])[O]2)[O][C@H]([C@H](O)CO)[C@@H]1O	-3.6%	1.1	1.0%
CC(=O)NCCNc1cc(-c2ccccc2C(F)(F)F)ncn1	8.0%	3.3	4.5%
COc1cc2ncnc(Nc3ccc(Cl)cc3F)c2cc1OC	-11.6%	-0.5	-7.0%
COc1cc(O)c2c(=O)c(O)c(-c3ccc(O)c(O)c3)oc2c1	?	1.0&-6.3	?
COc1ccc(C(=O)N2CCC[C@@]3(CCN(C(=O)Nc4cccc(C#N)c4)C3)C2)cc1	-1.4%	4.3	-23.8%
CCCCCCCC/C=C\C/C=C\C/C=C\CCCC(=O)O	-3.0%	4.8	2.9%
CC(C)C[C@H](NC(=O)[C@H](CCCCN)NC(=O)CNC(=O)[C@H](CC(C)C)NC(=O)[C@@H](N)C(C)C)C(=O)N[C@@H](CO)C(=O)N[C@@H](CCC(N)=O)C(=O)N[C@@H](CCC(=O)O)C(=O)N[C@@H](CC(C)C)C(=O)N[C@@H](Cc1cnc[nH]1)C(=O)N[C@@H](CCCCN)C(=O)N[C@@H](CC(C)C)C(=O)N[C@@H](CCC(N)=O)C(=O)N[C@H](C(=O)N[C@@H](Cc1ccc(O)cc1)C(=O)N1CCC[C@H]1C(=O)N[C@@H](CCCNC(=N)N)C(=O)N[C@H](C(=O)N[C@@H](CC(N)=O)C(=O)N[C@H](C(=O)NCC(=O)N[C@@H](CO)C(=O)NCC(=O)N[C@H](C(=O)N1CCC[C@H]1C(N)=O)[C@@H](C)O)[C@@H](C)O)[C@@H](C)O)[C@@H](C)O	-1.1%	-0.7	17.9%
CO[C@H]1COC(=O)[C@@H](C)NC(=O)C/C=C\[C@@H](C)[C@H](OC)COC(=O)C/C=C\[C@@H]1C	2.3%[10 µM]	3.1	-19.6%[10 µM]
Cc1nc(NCc2ccccc2)c2nc(-c3ccccc3)n(CCCN3CCOCC3)c2n1	-5.8%	0.9	-29.1%
COC(OC)[C@@H](C)[C@H](OC)[C@@H](C)[C@H](OC)c1ccccc1	-1.6%[10 µM]	7.3	-12.3%[10 µM]

Screens deposited in PubChem by National Center for Advancing Translational Sciences (NCATS).
